Screening data deposited in PubChem by several laboratories.
FLuc inhib CS: counter-screen for luciferase assay inhibitors: firefly luciferase inhibition; P08659; ATPLite firefly luciferase biochemical luminescence, 10 min; inhibition, % at 10 µM; 200,000 tested, 1.5% active;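 active means inhibition above about 50% when tested at 10 µM, limit read from the data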
NF-kB expr up: raises NF-kB expression in human neuronal cells; NF-kB reporter expression; active compounds read high; fold change at 12.5 µM; 190,000 tested, 1.6% active; AID 1239; in the data active means fold change above about 3.3
Diaph inh CS: inhibits diaphorase or chemically oxidizes, flagging diaphorase assay artifacts. inhibition, % at 20 µM. AID 1217. 190,000 tested, 0.69% active. diaphorase resazurin-to-resorufin fluorescence, NADH, 16 min; bacterial (C. kluyveri) enzyme, not human;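 active means primary screen inhibition at 20 µM above a set limit, cut at about 50% in these data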;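 further: plate controls were DMSO with full reaction for no effect and wells lacking NADH for full effect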
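Test system: bacterial diaphorase enzyme (C. kluyveri); Quantity: 0.14 U/mL diaphorase, enzyme working solution; Times: reaction incubation of 16 min at room temperature; Measured by: fluorescence of resorufin formed from resazurin, Ex 544/Em 590 nm; Benchmarks: positive control minus NADH, DMSO neutral control.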
G6PDH CS: inhibits Leuconostoc G6PDH, flagging false hits in G6PDH-based assays. Purified L. mesenteroides G6PDH, diaphorase/resazurin coupled fluorescence, 45 min. inhibition, % at 5 µM. 200,000 tested, 0.12% active; in the data active means inhibition above about 50%
FLuc act counter: firefly luciferase counter-screen for stimulation assays. AID 1027. P08659. ATPlite luciferase biochemical, luminescence, 10 min; 0 = ATP-free wells, 1 = DMSO control. 200,000 tested, under 10 active. activation factor at 10 µM;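 active means luciferase activation factor, scaled between plate controls, of at least 2 with compound at 10 µM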
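assay system = Luciferase/luciferin detection reagent, cell-free biochemical luciferase assay | also added = ATP substrate | times = 10 min post-reagent at room temperature | measured by = luminescence from luciferase reaction | measure = luciferase activation, seen as luminescence increase over controls | benchmarks = low control with PBS replacing ATP, high control enzyme plus ATP without compound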
TLR4-MyD88 BLA: TLR4-MyD88 interaction inhibition in cells; O00206+Q99836; HeLa CL3-4 TLR4/MyD88 BLA complementation, FRET ratio; inhibition, % at 8.4 µM; 200,000 tested, 0.18% active; AID 861; in the data active means inhibition above about 25%;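 further: 0% = vehicle and 100% = reference inhibitor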
Target sequence (O00206 whole entry, looked up): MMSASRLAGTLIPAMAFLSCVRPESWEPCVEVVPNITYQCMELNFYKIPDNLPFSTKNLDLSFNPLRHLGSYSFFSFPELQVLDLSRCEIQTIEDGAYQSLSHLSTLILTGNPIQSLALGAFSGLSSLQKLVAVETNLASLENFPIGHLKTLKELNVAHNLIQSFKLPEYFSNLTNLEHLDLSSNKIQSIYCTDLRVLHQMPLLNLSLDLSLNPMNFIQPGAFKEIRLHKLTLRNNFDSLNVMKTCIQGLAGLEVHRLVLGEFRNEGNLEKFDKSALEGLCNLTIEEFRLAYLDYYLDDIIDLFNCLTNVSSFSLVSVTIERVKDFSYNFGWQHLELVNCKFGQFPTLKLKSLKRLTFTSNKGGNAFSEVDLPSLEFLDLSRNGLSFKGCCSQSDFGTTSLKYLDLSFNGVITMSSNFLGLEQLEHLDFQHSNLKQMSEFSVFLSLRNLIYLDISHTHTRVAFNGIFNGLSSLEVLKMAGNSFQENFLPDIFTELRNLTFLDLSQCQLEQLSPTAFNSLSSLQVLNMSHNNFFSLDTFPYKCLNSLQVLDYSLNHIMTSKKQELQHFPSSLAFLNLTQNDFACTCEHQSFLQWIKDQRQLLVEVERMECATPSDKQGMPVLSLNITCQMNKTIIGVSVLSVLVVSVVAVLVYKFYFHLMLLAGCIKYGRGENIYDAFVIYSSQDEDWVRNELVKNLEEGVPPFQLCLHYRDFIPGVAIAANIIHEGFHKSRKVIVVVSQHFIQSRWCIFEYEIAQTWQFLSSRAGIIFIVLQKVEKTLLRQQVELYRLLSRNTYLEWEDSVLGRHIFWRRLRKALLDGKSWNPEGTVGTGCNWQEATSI
Target sequence (Q99836 whole entry, looked up): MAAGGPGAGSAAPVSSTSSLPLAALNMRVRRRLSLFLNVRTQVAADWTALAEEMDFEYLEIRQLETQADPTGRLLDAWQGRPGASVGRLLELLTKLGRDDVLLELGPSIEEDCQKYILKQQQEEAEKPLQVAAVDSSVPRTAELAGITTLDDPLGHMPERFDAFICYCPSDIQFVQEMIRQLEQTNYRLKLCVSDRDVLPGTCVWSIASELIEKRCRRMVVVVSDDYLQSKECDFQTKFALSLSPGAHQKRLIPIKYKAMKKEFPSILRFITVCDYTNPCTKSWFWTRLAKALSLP
STAT1 act: STAT1 signaling activation; NIH 3T3 STAT1-luciferase reporter, IFN-gamma, luminescence; 100% = IFN-gamma alone, no compound; activation (% of control), % at 5.5 µM; 200,000 tested, 2.6% active; AID 932;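 active means activation above the screen-wide mean activation plus 3 SD, cut at about 130% in these data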;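 further: raw ratio to IFN-gamma control signal so 100% means no change and 0% no light; values of inactives mirror those of a sister screen read the other way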
APP 5'UTR act: APP 5'UTR luciferase reporter activation; SH-SY5Y APP 5'UTR luciferase reporter, luminescence; zero percent = DMSO vehicle wells; activation, % at 2 µM; 190,000 tested, 1% active;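 active means activation above a set limit, based on mean plus 3 SD of controls, cut at about 140% in these data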; further: values of inactives mirror those of a sister screen read the other way
Diaph act CS: counter-screen for diaphorase-based assays: diaphorase activators and chemical reducers; Diaphorase/resazurin coupled assay, resorufin fluorescence, 16 min; active compounds read high; 1 = vehicle wells, 0 = NADH-free wells; 190,000 tested, 0.005% active; activation factor at 20 µM; AID 1229;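 active means diaphorase activity raised at least twofold by the compound at 20 µM; inactive means activation factor below 2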
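Material: bacterial diaphorase enzyme (C. kluyveri); amount: enzyme 0.07 U/mL final; reagent: NADH substrate 0.114 mM plus resazurin dye 0.1 mM, final; doses: single compound dose of 20 µM, 1% DMSO final; timing: 16 min enzyme reaction, ambient temperature; measured by: fluorescence of resorufin, 544 nm excitation, 590 nm emission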
APP 5UTR inh: APP translation inhibition. SH-SY5Y APP 5'UTR-luciferase reporter, luminescence. inhibition, % at 2 µM. 190,000 tested, 0.82% active;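 active means inhibition above a set limit, derived from the sample mean plus 3 SD, cut at about 45% in these data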; further: values of inactives mirror those of a sister screen read the other way
* = called active by the depositor; x = not tested or not shown.

SMILES	FLuc inhib CS	NF-kB expr up	Diaph inh CS	G6PDH CS	FLuc act counter	TLR4-MyD88 BLA	STAT1 act	APP 5'UTR act	Diaph act CS	APP 5UTR inh
Cc1ccc(N(Cc2ccc(C(=O)Nc3ccccc3C(=O)NCc3ccco3)cc2)S(C)(=O)=O)cc1C	-8	0.72	13	2	1.1	-2	96	12	0.9	-12
CCOC(=O)C1CCCN(C(=O)CS(=O)(=O)Cc2ccccc2)C1 (stereo not drawn)	-7	1.1	13	-2	1.1	7	103	-5	0.9	5
CC12CN(NC(=O)c3ccc(Cl)cc3)C3(C#N)CC1CCC23C (stereo not drawn)	-8	1.2	9	7	1.1	1	99	12	0.9	-12
CCOc1ccc(C)cc1S(=O)(=O)N1CCCCC1	-5	1	2	-1	1	-6	91	-2	1	2
S=C1Nc2cc(Cl)ccc2Sc2ccccc21	-2	1.2	5	8	1	-5	96	-5	1	5
O=C(Cc1cccs1)Nc1ccc(C(=O)O)cc1	-2	1.2	17	10	1	-8	98	-6	0.8	6
O=C(CC(NC(=O)OCc1ccccc1)C(=O)O)OCc1ccccc1 (stereo not drawn)	-4	1	15	-2	1	0	95	9	0.8	-9
CC(C)(C)C(=O)CN1CCN(S(=O)(=O)c2ccc(F)cc2)CC1	-7	1.2	7	8	1.1	-2	98	3	0.9	-3
CCCn1c(NCc2ccccc2NS(=O)(=O)c2ccc(C)cc2)nc2ccccc21	-3	0.87	30	2	1	1	101	-1	0.7	1
COc1cc(NC(=S)N2CCN(CCO)CC2)c(OC)cc1Cl	-3	1.2	-4	2	1	-19	101	3	1	-4
CCOC(=O)COc1ncn(-c2ccccc2)n1	-5	1.2	2	1	1.1	2	102	-2	1	2
CCC1CCC(C(=O)NNC(=O)OC)CC1 (stereo not drawn)	-3	1.1	12	8	1	-10	103	9	0.9	-8
O=C1CSC(c2ccccc2F)N1c1ccccc1 (stereo not drawn)	-8	1.2	6	4	1.1	11	96	1	0.9	-1
CCCSC1=C(C#N)C(c2ccc(O)c(OC)c2)CC(=O)N1 (stereo not drawn)	-6	0.91	20	-2	1.1	-6	97	-1	0.8	0
Cc1nn(C2CCS(=O)(=O)C2)c(Cl)c1/C=C/C(=O)OCC(=O)c1c[nH]c2ccccc12 (stereo not drawn)	-4	0.51	30	-3	1	-4	91	1	0.7	-1
COc1ccc2oc(=O)c(-c3nc(C)cs3)cc2c1	17	2.1	32	4	0.8	-7	135*	199*	0.7	-141
O=C(C(NS(=O)(=O)c1cccs1)c1ccccc1)N1CCN(c2ccccc2)CC1 (stereo not drawn)	-6	0.97	9	-2	1.1	-9	93	9	0.9	-9
CCCCNS(=O)(=O)c1ccc2nc(SCC(=O)Nc3cc(C)cc(C)c3)[nH]c2c1	-7	0.76	31	3	1.1	10	102	4	0.7	-4
C/C(=N/NC(=O)c1ccncc1)C1=C(O)CC(C)(C)CC1=O	-8	1.1	1	-4	1.1	-2	96	13	1	-13
CCOC(=O)c1c(-c2ccc(OC)cc2)csc1NC(=O)CNCc1ccco1	1	0.98	8	10	1	7	103	6	0.9	-6
COC(=O)CN(c1ccc(C)c(Cl)c1)S(C)(=O)=O	7	0.94	14	38	0.9	0	103	-8	0.9	8
CC(C)C(=O)N1CCN(C2=NS(=O)(=O)c3ccccc32)CC1	-3	1.3	19	-2	1	-6	103	-3	0.8	3
Cc1ccc(-c2nnc(-n3nc(C)cc3C)c3ccccc23)cc1	1	0.96	-3	1	1	-10	97	13	1	-13
C/C(=N/NC(=O)c1cccnc1)C1=C(O)CC(C)(C)CC1=O	-7	1.5	8	8	1.1	1	103	-2	0.9	2
CN1CCN(CCCc2c3c(cc4c2CCC4)CCC3)CC1	-4	1.2	-2	8	1	-6	99	20	1	-20
COc1ccc(C2c3sc(=O)[nH]c3SC3C4CCC(C4)C23)cc1OC (stereo not drawn)	0	1.1	18	0	1	-11	106	-1	0.8	1
O=C(COc1ccccc1)Nc1sc2c(c1C(=O)NCc1cccnc1)CCCC2	-6	0.58	2	-35	1.1	-2	102	29	1	-29
CCOC(=O)NC(=O)COC(=O)CCCSc1nc2ccccc2s1	0	0.93	8	4	1	-3	94	3	0.9	-3
Nc1nc(CN2CCN(c3cccc(Cl)c3)CC2)nc(N2CCCc3ccccc32)n1	-6	0.96	14	6	1.1	-1	101	9	0.9	-9
Cc1cc(Cl)ccc1NC(=S)NC(C)(C)C	-5	1.1	4	6	1	14	106	6	1	-6
O=C(NCc1ccco1)C(=O)c1cn(CC(=O)N2CCCCC2)c2ccccc12	-3	1	9	4	1	-2	101	-11	0.9	11
CSc1ccccc1NC(=O)Nc1cccc(Cl)c1C	-8	1.3	1	4	1.1	-18	97	30	1	-30
Cc1ccc(N(C)S(=O)(=O)c2cccc(C(=O)Oc3ccc4c(C)cc(=O)oc4c3)c2)cc1	-2	0.9	20	11	1	7	97	-2	0.8	2
O=S(=O)(c1ccc(N=C2NN=C(c3cc(F)ccc3F)CS2)cc1)N1CCOCC1	-3	1.3	1	5	1	-8	81	17	1	-17
CCOC(=O)C1CCN(C(=S)Nc2ccc(CC)cc2)CC1	12	1.3	-2	4	0.9	3	100	27	1	-27
CC(C)(C)C(=O)Nc1ccccc1C(=O)N1CCCC1	-5	1.2	7	-2	1.1	7	95	13	0.9	-14
Cc1ccc(Oc2nc3ccccc3n3cccc23)cc1	-2	0.76	10	0	1	-6	107	0	0.9	0
CCOC(=O)c1sc(=NC(=O)c2ccccc2)n(C)c1C	68*	6.7*	7	4	0.3	9	138*	180*	0.9	-181
O=C(NCCOC(=O)c1ccc(Cl)cc1)c1cccnc1	-6	0.95	9	6	1.1	-3	109	-1	0.9	1
CCOC(=O)N1CCN(C(=O)c2ccc(N(Cc3ccc(C)cc3)S(C)(=O)=O)cc2)CC1	-3	1.2	12	-2	1	-11	97	-14	0.9	14

Given as comma-separated lines: 6 of the compounds above
molecule,FLuc inhib CS,NF-kB expr up,Diaph inh CS,G6PDH CS,FLuc act counter,TLR4-MyD88 BLA,STAT1 act,APP 5'UTR act,Diaph act CS,APP 5UTR inh
CCCSC1=C(C#N)C(c2ccc(O)c(OC)c2)CC(=O)N1 (stereo not drawn),-6,0.91,20,-2,1.1,-6,97,-1,0.8,0
Cc1nn(C2CCS(=O)(=O)C2)c(Cl)c1/C=C/C(=O)OCC(=O)c1c[nH]c2ccccc12 (stereo not drawn),-4,0.51,30,-3,1,-4,91,1,0.7,-1
COc1ccc2oc(=O)c(-c3nc(C)cs3)cc2c1,17,2.1,32,4,0.8,-7,135*,199*,0.7,-141
O=C(C(NS(=O)(=O)c1cccs1)c1ccccc1)N1CCN(c2ccccc2)CC1 (stereo not drawn),-6,0.97,9,-2,1.1,-9,93,9,0.9,-9
CCCCNS(=O)(=O)c1ccc2nc(SCC(=O)Nc3cc(C)cc(C)c3)[nH]c2c1,-7,0.76,31,3,1.1,10,102,4,0.7,-4
C/C(=N/NC(=O)c1ccncc1)C1=C(O)CC(C)(C)CC1=O,-8,1.1,1,-4,1.1,-2,96,13,1,-13

Next entries.
SMILES	FLuc inhib CS	NF-kB expr up	Diaph inh CS	G6PDH CS	FLuc act counter	TLR4-MyD88 BLA	STAT1 act	APP 5'UTR act	Diaph act CS	APP 5UTR inh
O=C1N/C(=C/c2cccn2-c2ccccc2)C(=O)N1c1cccc(Cl)c1	1	1.4	7	8	1	-4	105	31	0.9	-31
O=c1cc(CSc2ccccc2)nc(-c2ccccc2)[nH]1	1	0.89	-4	-4	1	4	100	17	1	-17
CC(C)(C)c1ccc(NC(=O)COC(=O)c2ccc(NS(=O)(=O)c3ccc(F)c(F)c3)cc2)cc1	-11	0.95	26	-10	1.1	1	100	7	0.7	-7
Cc1nnc(SCC(=O)N2c3ccccc3CC2C)s1 (stereo not drawn)	-8	1	9	-7	1.1	0	108	-2	0.9	2
COc1ccc(OC)c(CCNC(=O)CS(=O)(=O)Cc2nc(-c3ccc(C)cc3)oc2C)c1	-9	0.68	14	4	1.1	-5	103	-2	0.9	2
Cc1cccc(C(=O)N(NC(=O)Oc2ccccc2)C(C)(C)C)c1	-2	1.1	-1	1	1	7	101	-9	1	9
CC1=NN(c2ccccc2)C(=O)/C1=C\C=C1\N(C)c2ccccc2C1(C)C	0	0.7	16	1	1	-13	100	6	0.8	-6
COc1ccc(CC(=O)NC(=S)NNC(=O)COc2c(C)cccc2C)cc1	-6	0.68	22	-4	1.1	-9	95	6	0.8	-6
O=C(NCc1ccccc1)c1ccc(F)c(S(=O)(=O)N2CCOCC2)c1	-5	1.1	16	-4	1.1	1	100	16	0.8	-16
CC(C)N(Cc1nc(-c2ccccc2)no1)C(=O)CCCN1C(=O)c2ccccc2C1=O	-6	0.86	13	11	1.1	3	98	4	0.9	-4
O=C(CCN1CCCCC1)Nc1ccccc1	-6	1.2	-2	2	1.1	2	105	-14	1	14
C/C(CC(=O)Nc1c(C)cc(C)cc1C)=N\NC(=O)OC(C)(C)C	-6	1.2	11	-4	1.1	-14	108	-10	0.9	10
O=C(CNCc1cccc2ccccc12)Nc1ccccc1[N+](=O)[O-]	-6	1.6	26	4	1.1	8	98	-13	0.7	13
CCOC(=O)c1c(C)[nH]c(C)c1C(=O)CSc1nc2ccccc2n1CCOC	-6	0.97	10	-5	1.1	-2	101	-11	0.9	11
CN1CCN(S(=O)(=O)c2ccc(NC(=O)COc3ccccc3)cc2)CC1	-1	1.2	4	4	1	-1	97	2	1	-2
CN(CC(=O)Nc1ccc(N2CCOCC2)cc1)CC(=O)Nc1ccc(Cl)cc1[N+](=O)[O-]	2	0.84	11	-3	1	4	102	7	0.9	-7
Cn1c(=O)n(C)c2cc([N+](=O)[O-])c(N3CCN(C(=O)c4ccccc4Br)CC3)cc21	-4	0.92	21	18	1	-6	71	-1	0.8	1
CS(=O)(=O)NCc1nnc(SCc2ccccc2C(F)(F)F)o1	-7	0.93	8	20	1.1	-8	108	9	0.9	-9
O=C(CNC(=S)N(CCCN1CCOCC1)Cc1cccs1)NCCCN1CCOCC1	-6	1.1	-1	-5	1.1	0	99	0	1	0
COc1cc(/C=N/N2C(=O)CSC2=S)ccc1O	0	0.97	9	2	1	4	93	-10	0.9	10
COCC1CCN(c2nc3nonc3nc2N2CCSCC2)C1 (stereo not drawn)	-6	1.2	10	8	1.1	0	96	0	0.9	0
CCCc1[nH]nc2c1C(CCc1ccccc1)C(C#N)=C(N)O2 (stereo not drawn)	-5	1	18	2	1.1	-12	101	-12	0.8	12
CC(=O)Nc1ccc(/C=C2/Sc3ccccc3C2=O)cc1	46	2	x	-1	0.5	-1	105	-8	x	8
Cc1cc(C)cc(CC2CC(=O)N(c3ccc4c(c3)OCCO4)C2=O)c1 (stereo not drawn)	-3	1.2	25	2	1	5	107	-11	0.8	10
C=CCNC(=O)NC(=O)COC(=O)/C(C#N)=C/c1ccc(OC)cc1	-5	1.1	4	-3	1	-1	102	1	1	-1
